High-throughput results as filed in PubChem.
HEK cytotox: Cytotoxic Profiling in HEK 293 Cell Line of Diverse Libraries Using Quantitative High-Throughput Screening. HEK 293 viability, ATP luminescence (CellTiter-Glo), 48-72 h. Potency, µM (doses to about 115 µM), inactives show top-dose activity change, negative = cytotoxicity, hits mostly inhibitors. 94,000 tested, 6.6% active. AID 1345083, 2018; also: potency is read from the fitted curve at half-maximal effect; nearly all actives have a fitted effect of over 60% in size
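Luminescence from cellular ATP, measured with CellTiter-Glo, indicates HEK 293 viability. Cells plated at 250 cells/well are treated with compound for 48 or 72 hr at 37 degree Celsius before reagent addition.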
IP6K1 inh: Primary qHTS assay for small molecule inhibitors of Inositol hexaphosphate kinase 1 (IP6K1); activity change, % (series mostly up to about 58 µM); Inositol hexakisphosphate kinase 1 (Homo sapiens), Q92551; IP6K1 kinase, ADP-Glo luminescence, 2 h; hits give low values; 140,000 tested, 0.81% active; in the data active = activity change below about -25%
Target sequence (Q92551 whole entry, looked up): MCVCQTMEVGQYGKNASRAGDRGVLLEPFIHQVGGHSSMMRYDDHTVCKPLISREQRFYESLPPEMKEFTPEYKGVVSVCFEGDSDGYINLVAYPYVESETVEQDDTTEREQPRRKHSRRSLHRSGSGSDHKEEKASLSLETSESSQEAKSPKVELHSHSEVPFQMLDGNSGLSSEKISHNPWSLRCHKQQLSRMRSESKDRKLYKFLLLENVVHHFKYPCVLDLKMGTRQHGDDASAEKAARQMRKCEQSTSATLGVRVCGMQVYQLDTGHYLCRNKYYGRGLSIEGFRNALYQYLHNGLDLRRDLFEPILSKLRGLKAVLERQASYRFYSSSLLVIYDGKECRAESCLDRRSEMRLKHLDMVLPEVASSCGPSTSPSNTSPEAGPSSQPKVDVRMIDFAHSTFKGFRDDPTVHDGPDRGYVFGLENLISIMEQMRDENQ
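ADP-Glo luminescence measures ADP made by human IP6K1 during a 2 h RT reaction with ATP/IP6 (mix at 1.3 mM/130 uM); top library doses 57.5 and 19.1 uM final.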
GPT2 inhibitor: Primary qHTS assay for inhibitors of Glutamate pyruvate transaminase 2 (GPT2) | 100,000 tested, 0.25% active | Recombinant GPT2, coupled pyruvate oxidase/HRP Amplex Red fluorescence | Potency, µM (highest dose often 57.7 µM), inactives show top-dose activity change, negative = inhibition, usual class: inhibitors | Alanine aminotransferase 2 (Homo sapiens), Q8TD30; also: potency is read from the fitted curve at half-maximal effect; nearly all actives have a fitted effect of over 60% in size; many of its hits are not listed in these tables
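Fluorescence read-out: pyruvate from GPT2 turnover coupled to pyruvate oxidase, HRP and Amplex Red (0.2mM ThPP, 0.2U/mL PO and HRP, 50uM Amplex final). Substrates 250uM a-KG, 2mM L-alanine; enzyme 10ng/uL; 30 min RT.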
NIH3T3 tox: Cytotoxic Profiling in NIH 3T3 Cell Line of Diverse Libraries Using Quantitative High-Throughput Screening; NIH 3T3 viability, CellTiter-Glo ATP luminescence, 48-72 h; Potency, µM (series often up to 96.7 µM), inactives show top-dose activity change, negative = cytotoxicity, usual class: inhibitors; 94,000 tested, 4.3% active; AID 1345082, 2018; also: potency is read from the fitted curve at half-maximal effect; nearly all actives have a fitted effect of over 55% in size
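Mouse fibroblast NIH 3T3 cells, 400 per well, received compound via pintool and were incubated for 48 or 72 hr prior to CellTiter-Glo ATP luminescence measurement.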
SNCA viab count: GF-AFC viability counterscreen for inhibitors of alpha-synuclein gene (SNCA) expression; HEK-293-SNCA-luc viability, GF-AFC fluorescence, 24 h; Potency, µM (top dose mostly 57.1 µM), inactives show at the top dose activity change, negative = cytotoxicity, usual class: cytotoxic; 150,000 tested, 0.12% active;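 also: potency is read from the fitted curve at half-maximal effect; 0% = DMSO-treated cells and -100% = medium-only wells without cells; nearly all actives have a fitted effect of over 30% in size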
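HEK-293-SNCA-luc cells (1500/well) plated 24 h, then exposed 24 h to a dilution series; GF-AFC added 30 min at 37C, fluorescence 405/540 nm; normalised to medium-only and DMSO wells, Hill fit.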
SNCA expr inh: Primary qHTS assay for inhibitors of alpha-synuclein gene (SNCA) expression; HEK-293 SNCA-luciferase knock-in, luminescence, 24 h; Potency, µM (highest dose often 57.2 µM), inactives show top-dose activity change, negative = inhibition, hits mostly inhibitors; 140,000 tested, 0.17% active; AID 1671194, 2021;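 also: potency is read from the fitted curve at half-maximal effect; plate controls were DMSO cells for no effect and cell-free wells for full effect; nearly all actives have a fitted effect of over 45% in size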
Luciferase inh: Firefly luciferase inhibition profiling of diverse chemical library using quantitative high-throughput screening. purified P. pyralis luciferase, luminescence, biochemical. 76,000 tested, 2.5% active. Potency, µM (series often up to 115 µM), for inactives: at the highest dose activity change, negative = inhibition, most hits filed as inhibitors. Luciferin 4-monooxygenase (Photinus pyralis), P08659; also: potency is read from the fitted curve at half-maximal effect; nearly all actives have a fitted effect of over 65% in size
Target sequence (P08659 whole entry, looked up): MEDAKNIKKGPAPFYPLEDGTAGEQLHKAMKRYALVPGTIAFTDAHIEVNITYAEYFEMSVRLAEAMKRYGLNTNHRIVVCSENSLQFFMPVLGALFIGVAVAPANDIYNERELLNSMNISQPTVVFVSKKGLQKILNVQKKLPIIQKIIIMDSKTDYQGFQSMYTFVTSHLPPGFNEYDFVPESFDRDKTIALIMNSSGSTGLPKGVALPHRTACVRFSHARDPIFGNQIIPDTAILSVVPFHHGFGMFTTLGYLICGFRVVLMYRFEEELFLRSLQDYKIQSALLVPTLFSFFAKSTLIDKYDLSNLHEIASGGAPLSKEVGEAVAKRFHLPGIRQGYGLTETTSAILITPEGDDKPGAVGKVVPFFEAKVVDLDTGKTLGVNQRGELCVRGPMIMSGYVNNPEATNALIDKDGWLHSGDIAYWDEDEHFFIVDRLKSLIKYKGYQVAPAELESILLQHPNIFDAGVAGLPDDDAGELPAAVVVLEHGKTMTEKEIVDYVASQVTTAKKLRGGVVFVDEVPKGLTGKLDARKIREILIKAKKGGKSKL
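FLuc 10nM, D-luciferin 10uM, ATP 10uM, Mg acetate 10mM, Tris acetate pH 7.5, Tween/BSA; cpd qHTS; enzyme added last; CCD luminescence.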
* hit, by the source's call; i = inactive; ? = inconclusive; / = no result given; [ ] = another dose, or the depositor's remark. Unless noted, calls follow the shape of the dose curve; as a rule, active = well fitted curve in the direction sought with a large enough effect; inconclusive = small, poorly fitted or top-dose-only effect, or another doubt; inactive = no such curve, though single readings can be large; an effect the other way counts as inactive or inconclusive. Unless noted, % is scaled to controls: 0 for no effect and ±100 for the full control effect.

SMILES	HEK cytotox	IP6K1 inh	GPT2 inhibitor	NIH3T3 tox	SNCA viab count	SNCA expr inh	Luciferase inh
O=C(Nc1nncs1)C1CC(=O)N(c2n[nH]c3cc(Br)ccc23)C1 (centres undefined)	-8%	-6	4%	-19%	6%	23%	0%
Cn1c(=O)oc2cc(S(=O)(=O)NCCC(=O)Nc3ccc(F)cc3F)ccc21	/	-12	/	/	4%	?	/
COC[C@H]1CCCN1Cc1nc(C2(O)CCN(C3COC3)CC2)cs1	-12%[172 µM]	12	2%[88.5 µM]	-9%[174 µM]	4%[87.6 µM]	?	-15%[172 µM]
COCCCNC(=O)CN1C(=O)c2cccnc2Sc2ccccc21	/	2	/	/	?	-2%	/
O=C(NCc1cccc(F)c1)N1CC(c2nnc(-c3ccncc3)o2)C2(CCOCC2)C1 (centres undefined)	-6%	22	i	i	3%	-13%	1%
CC[C@H]1CN(C(=O)Nc2cccc(OC)c2)CC[C@H]1CC(=O)N(C)CC#N	-26%[172 µM]	4	-2%[88.5 µM]	-17%[174 µM]	-11%[87.6 µM]	-11%[87.6 µM]	6%[172 µM]
COCCC(=O)N1CCC(C2CCNC2)CC1 (centres undefined)	i	-5	-11%	-5%	-5%[12.5 µM]	-9%	0%
CCOc1ccc(N2CC(c3nc4ccccc4n3Cc3cccc(C)c3)CC2=O)cc1 (centres undefined)	/	2	/	/	-1%	8%	/
COc1ccccc1CN1CC[C@H](c2nnc(Cc3c[nH]c4ccccc34)o2)C1	89µM*	11	2%[88.5 µM]	?	-13%[87.6 µM]	-19%[87.6 µM]	14%[172 µM]
C#CCNC(=O)c1nc(-c2cc(Cl)cc(Cl)c2)c2ccccn12	63µM*	10	i	-6%[138 µM]	3%[87.6 µM]	-26%[87.6 µM]	-2%[172 µM]
COc1ccc(-c2noc(CNC(=O)c3ccco3)n2)cc1	/	-23	/	/	-17%	?	/
COCCN(C)C(=O)c1coc(COc2ccc(F)cc2Cl)n1	i	0	-5%	?	7%	9%	-5%
COCCCNC(=O)C1CCC(Cn2c(=O)c3sccc3n(C)c2=O)CC1 (centres undefined)	/	-1	/	/	16%	-6%	/
CCc1ccc(NC(=O)CSC2=Nc3ccccc3C3=NC(CC(=O)NCc4ccccc4)C(=O)N23)cc1 (centres undefined)	/	-15	/	/	5%	-1%	/
Cc1ccc(OCc2cc(=O)n3cc(C)sc3n2)c(C)c1	/	-11	/	/	-10%	25%	/

Laid out differently: results already given
Values in the order: HEK cytotox | IP6K1 inh | GPT2 inhibitor | NIH3T3 tox | SNCA viab count | SNCA expr inh | Luciferase inh
CCOc1ccc(N2CC(c3nc4ccccc4n3Cc3cccc(C)c3)CC2=O)cc1 (centres undefined)
    / | 2 | / | / | -1% | 8% | /
COc1ccccc1CN1CC[C@H](c2nnc(Cc3c[nH]c4ccccc34)o2)C1
    89µM* | 11 | 2%[88.5 µM] | ? | -13%[87.6 µM] | -19%[87.6 µM] | 14%[172 µM]
C#CCNC(=O)c1nc(-c2cc(Cl)cc(Cl)c2)c2ccccn12
    63µM* | 10 | i | -6%[138 µM] | 3%[87.6 µM] | -26%[87.6 µM] | -2%[172 µM]
COc1ccc(-c2noc(CNC(=O)c3ccco3)n2)cc1
    / | -23 | / | / | -17% | ? | /
COCCN(C)C(=O)c1coc(COc2ccc(F)cc2Cl)n1
    i | 0 | -5% | ? | 7% | 9% | -5%
COCCCNC(=O)C1CCC(Cn2c(=O)c3sccc3n(C)c2=O)CC1 (centres undefined)
    / | -1 | / | / | 16% | -6% | /
CCc1ccc(NC(=O)CSC2=Nc3ccccc3C3=NC(CC(=O)NCc4ccccc4)C(=O)N23)cc1 (centres undefined)
    / | -15 | / | / | 5% | -1% | /

The list continues:
SMILES	HEK cytotox	IP6K1 inh	GPT2 inhibitor	NIH3T3 tox	SNCA viab count	SNCA expr inh	Luciferase inh
CC(C)c1ccc(C(=O)N2CCC(n3c(=O)[nH]c4ccccc43)CC2)cc1	?	-11	-14%	-17%	-16%	9%	/
CCOC(=O)C1CCN(C(=O)CSc2n[nH]c(-c3ccc(F)cc3)n2)CC1	/	0	/	/	2%	4%	/
COc1ccc(CN(C)Cc2cccn2C)cc1	-16%[230 µM]	2	5%[88.5 µM]	-28%[174 µM]	?	8%[87.6 µM]	5%[230 µM]
CC1=C[C@@H](CNC(=O)CC(C)(C)CC(=O)O)[C@H](C(C)C)C[C@H]1Cc1nc2ccc(F)cc2[nH]1	-4%	-3	i	-1%	-14%	-24%	13%
CCNC(=O)c1ccc2c(c1)sc1nc(-c3cccc(OC)c3)cn12	/	-9	/	/	-21%	15%	/
CC(C)CNC(=O)C(NC(=O)c1ccccc1)C1CCN(C(=O)c2ccc(F)cc2)CC1 (centres undefined)	-5%	1	4%	?	12%	14%	0%
O=C(c1ccccc1F)N1CCCC2(C1)NC(=O)N(Cc1ccccc1)C2=O (centres undefined)	-1%	2	i	3%	-7%	-2%	4%
Cc1ccc(CNC(=O)N2CCC(c3nc(CCOCC4CCOCC4)no3)C2)cc1 (centres undefined)	?	9	-7%	4%	-1%[12.5 µM]	-5%	-4%
Cc1cc(=O)n(CC(=O)Nc2ccc(Br)cc2)c(N2CCN(c3ccccc3)CC2)n1	?	-3	2%	?	5%	-16%	-3%
C[S+](=O)([O-])CCn1ncc2cc(OCc3cccc(-c4ccccc4F)c3)ccc21	50µM*	-8	-14%[88.5 µM]	?	-20%[87.6 µM]	-12%[87.6 µM]	16µM*
Cc1ccc(C(=O)N2CCN(c3cc(-c4ccc(Cl)cc4)[nH]n3)CC2)cc1F	?	1	i	?	2%	0%	-10%
COc1ccc2c3c1C(CO)N(Cc1ccccc1)CC3=CC(C)(C)CO2 (centres undefined)	?	7	/	?	/	/	/
CCn1ncc(N2CCC(NC(=O)c3ccc(OC)c(F)c3)CC2)cc1=O	-16%	45	i	-27%	-13%	29%	-4%
CC(C)N1C(=O)C2(CCCCC2)C1C(=O)N1CCN(C)CC1 (centres undefined)	1%	-3	?	4%	9%	24%	-7%
CC(=O)N[C@H]1C[C@@H](c2ccc(-n3cncn3)cc2)O[C@@H](C2CCCCC2)C1	-8%	-16	-9%	-24%	-3%	-5%	1%
Cc1ccc(NC(=O)C2CCC(CNS(=O)(=O)c3csc(C(N)=O)c3)CC2)cc1Cl (centres undefined)	/	8	/	/	8%	13%	/
COc1cccc(C(=O)N2CCCC3(C2)NC(=O)N(Cc2ccc(C)cc2)C3=O)c1 (centres undefined)	-27%	-9	-19%	-18%	6%	-3%	3%
Cc1ccc(-c2cn3c(n2)CO[C@@H](CNCc2ccc(Cl)cc2)C3)cc1	56µM*	3	0%[88.5 µM]	45µM*	1%[87.6 µM]	79%[activator][87.6 µM]	?
COc1ccc(NC(=O)C2CCN(C(=O)c3sc4nc[nH]c(=O)c4c3C)CC2)cc1Cl	/	20	/	/	-2%	28%	/
Cc1cc(C)n(C(C)C(=O)N2CCn3nc(Cc4ccccc4)cc3C2)n1 (centres undefined)	-2%	11	-13%	-13%	0%	8%	6%
CC[C@H](Nc1ncnc2nc[nH]c12)c1nc2cccc(F)c2c(=O)n1-c1ccccc1	/	15	1%[17.1 µM]	/	?	32%	/
CC(=O)N[C@H]1CC[C@]2(C)CCC([C@H](C)C(=O)NCc3ccc(F)cc3)[C@H](O)[C@H]2[C@@H]1C (some centres undefined)	?	5	-32%[88.5 µM]	-30%[174 µM]	2%[87.6 µM]	?	-7%[172 µM]
C[S+](=O)([O-])N1CC2(Cc3ccccc31)CN([S+](=O)([O-])c1ccc(C(F)(F)F)cc1)C2	?	-4	i	?	-2%	-11%	5%
COc1cccc(C(=O)NCC2CCCN(Cc3ccn[nH]3)C2)c1OC (centres undefined)	3%	-3	i	i	-2%	4%	0%
O=C(C1CCN(c2cn[nH]c(=O)c2)C1)N1CCc2ccccc2C1 (centres undefined)	-3%	34	i	-14%	7%	-7%	-2%
CN(C)Cc1nnc(C2CCCN(C(=O)N3CCOCC3)C2)n1C (centres undefined)	-10%	15	2%	-9%	2%	2%	-2%
COCCNC(=O)C1CCN(C(=O)c2ccc(-c3ccccc3OC)cc2)CC1	-7%	4	2%	-15%	9%[12.5 µM]	38%[activator]	/
COc1cc2c(cc1O)C1(OC)Cc3ccc4c(c3C1N(C)CC2)OCO4 (centres undefined)	/	3	-11%[27.3 µM]	/	-3%	/	/
CC(O)C1CCC2C3CCC4CC(OC5OC(C(=O)O)C(O)C(O)C5O)CCC4(C)C3CCC12C (centres undefined)	/	-12	i	/	-4%	/	/
CCN1C(=O)C2CC3(CCN(C(=O)CCc4nc5ccccc5[nH]4)CC3)CN2C1=O (centres undefined)	-12%	-10	-5%	-8%	4%	-9%	6%
COc1ccc(-c2nn(-c3ccccc3)cc2C2NC(=O)NC(C)=C2C(=O)OC(C)C)cc1Cl (centres undefined)	/	-3	/	/	?	-3%	/
O=C(CCc1conc1-c1cccc(F)c1)NCc1ccc(F)cc1	?	16	i	?	9%	?	45µM*
COCc1nc2nc(-c3ccccc3)c(-c3ccc(N4CCN(C)CC4)nc3)cc2n1C	?	3	-26%[88.5 µM]	?	1%[87.6 µM]	-6%[87.6 µM]	?
O=C(NCCc1ccc(Cl)cc1)c1cn2cc(-c3ccccc3)sc2n1	4%	-8	i	-3%	10%	-7%	/
COc1cccc(N2CC(NC(=O)c3cccc(OC)c3OC)CC2=O)c1 (centres undefined)	/	-20	/	/	3%	9%	/

The order is random. Share with any hit: about 7.8%.
